From PubChem
Cl transport mod: modulators of human KCC2 chloride dependent transport; B-score of Tl+ flux slope (higher = more flux/activation; lower = inhibition) at 10 µM; hit rate 2.2% among 190,000; Q9H2X9; AID 1456; KCC2 cells, thallium flux FluoZin-2 fluorescence;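 active means thallium flux slope and its plate-corrected score both differing from the plate sample mean at a set confidence after two filtering rounds, in either direction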;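 further: slope of fluorescence scaled to starting intensity during 10 to 20 s after thallium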
Target sequence (Q9H2X9 whole entry, looked up): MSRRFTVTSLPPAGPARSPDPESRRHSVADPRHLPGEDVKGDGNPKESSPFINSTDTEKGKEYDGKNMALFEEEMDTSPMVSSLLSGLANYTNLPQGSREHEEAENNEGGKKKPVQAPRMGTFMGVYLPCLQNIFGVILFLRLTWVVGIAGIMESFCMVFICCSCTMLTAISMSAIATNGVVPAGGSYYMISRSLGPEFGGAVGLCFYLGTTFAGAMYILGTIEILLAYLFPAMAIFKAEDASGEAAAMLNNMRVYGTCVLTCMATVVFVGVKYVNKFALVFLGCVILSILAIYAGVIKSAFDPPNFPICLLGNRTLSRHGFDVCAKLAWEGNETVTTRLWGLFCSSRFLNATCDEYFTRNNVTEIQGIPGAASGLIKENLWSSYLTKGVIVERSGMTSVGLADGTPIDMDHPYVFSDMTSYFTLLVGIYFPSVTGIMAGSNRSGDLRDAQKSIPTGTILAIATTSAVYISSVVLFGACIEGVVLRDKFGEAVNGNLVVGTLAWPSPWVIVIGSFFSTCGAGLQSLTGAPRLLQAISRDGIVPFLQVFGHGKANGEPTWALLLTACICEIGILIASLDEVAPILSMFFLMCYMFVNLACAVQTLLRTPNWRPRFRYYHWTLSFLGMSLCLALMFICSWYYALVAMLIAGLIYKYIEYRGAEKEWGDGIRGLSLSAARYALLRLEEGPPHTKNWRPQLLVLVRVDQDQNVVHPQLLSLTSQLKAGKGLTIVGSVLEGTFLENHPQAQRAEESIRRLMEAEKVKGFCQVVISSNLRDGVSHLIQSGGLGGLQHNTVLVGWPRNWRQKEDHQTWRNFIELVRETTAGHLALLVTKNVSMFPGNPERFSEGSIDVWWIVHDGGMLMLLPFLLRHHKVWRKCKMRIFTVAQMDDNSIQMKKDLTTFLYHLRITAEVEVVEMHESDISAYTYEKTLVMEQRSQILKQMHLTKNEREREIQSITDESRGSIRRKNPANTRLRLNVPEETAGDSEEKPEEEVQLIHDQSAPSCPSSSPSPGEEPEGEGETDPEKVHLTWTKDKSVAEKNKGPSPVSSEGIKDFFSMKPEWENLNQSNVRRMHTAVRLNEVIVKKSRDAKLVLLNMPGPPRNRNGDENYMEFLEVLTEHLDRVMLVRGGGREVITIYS
EBV gp42 block: EBV gp42 inhibition; Q1HVG2; Fluorescence polarization binding assay, mP read-out; inhibition, % (tested at 21.74 µM); hit rate 0.42% among 220,000; in the data active means inhibition above about 50%
PERK inh: inhibitors of human PERK kinase | Q9NZJ5 | CHO PERK-DD fusion, SEAP luminescence translation reporter | inhibition, % at 5.6 µM | hit rate 0.17% among 220,000 | AID 1416;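 active means inhibition above the mean inhibition of all tested compounds plus 3 SD, set separately per screening campaign, cut at about 2.9% in these data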;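 further: PERK kinase domain activated by AP20187 dimerizer at 100 nM; 0% = DMSO with dimerizer and 100% = rapamycin at 8.4 µM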
eIF4E 4G PPI: inhibitors of eIF4E and eIF4G interaction in translation initiation; hit rate 0.37% among 220,000; P63073+Q04637; AID 782; TR-FRET eIF4E-eIF4GI(517-606) binding, 2 h; inhibition, % at 21.7 µM;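 active means inhibition above about 30%, limit read from the data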;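 further: 0% = full FRET control wells and 100% = background wells lacking eIF4GI fragment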
MDM2 E3 inh: inhibitors of human Mdm2 E3 ubiquitin ligase; cell-based MDM2 ubiquitination luciferase reporter, 2 h; 0 = plate control, 100 = twice control, blank-subtracted; signal enhancement, % at 5 µM; hit rate 0.11% among 210,000; AID 1230; Q00987;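 active means signal enhancement of 30% or more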;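 further: luminescence tracks abundance of the self-degrading MDM2-luciferase fusion protein; higher signal means inhibition of MDM2 E3 ligase activity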
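Buffer or medium: Cells held in DMEM | Assay system: Stable mammalian line carrying autodegrading MDM2–luciferase fusion reporter | Quantity: 2000 cells/well | Times: 4 h settle plus 2 h compound, 37 °C | Doses: One concentration, 5 µM, with 0.2% DMSO | Technique: Luminescence with SteadyLite reagent, 15 min at room temperature | Benchmarks: Plate controls and plate blanks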
zVAD death inh: L929 zVAD cell death inhibition; L929 zVAD necroptosis rescue, ATP luminescence, 24 h; with zVAD 60 µM; viability rescue, % at 10 µM; hit rate 0.38% among 220,000;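 active means activation, scaled between plate controls, above about 75%, limit read from the data; inactive means activation under that limit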;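 further: 0% = zVAD with DMSO and 100% = DMSO alone without zVAD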
m-calpain inh: inhibitors of pig calpain II | purified calpain II, fluorogenic peptide substrate, 30 min | hit rate 0.37% among 220,000 | inhibition, % at 16 µM;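 active means inhibition above about 50%, limit read from the data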
Rad51 HR inh: blocks human Rad51 in homologous recombination; inhibition, % at 10 µM; Q06609; hRad51 DNA strand exchange, fluorescence dequenching; hit rate 0.085% among 200,000;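 active means inhibition above 40% at the single screening dose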;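 further: 0% = DMSO control wells and 100% = blanks with heterologous ssDNA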
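System: human Rad51 nucleoprotein filaments preassembled on unlabelled ssDNA. Reagent: labelled 47-mer dsDNA for strand exchange. Schedule: 30-min compound preincubation and 15-min exchange, both room temperature. Measured by: FRET fluorescence dequenching, excitation 485 nm, emission 520 nm. Read-out: Fluorescence-based percent inhibition, control- and blank-normalised. Benchmarks: plate controls and plate blanks.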
TNF death inh: TNF-alpha cell death inhibition in Jurkat FADD-/- cells. hit rate 0.068% among 220,000. activation (protection from cell death), % at 10 µM. AID 463075. Jurkat FADD-/- TNF necroptosis rescue, ATP luminescence, 24 h; 0 = TNF only, 100 = no-TNF cells;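 active means activation, meaning protection from cell death, of at least 50% relative to plate controls; inactive means activation below 50%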;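 further: necroptosis triggered by 40 ng/mL TNF-alpha added together with compound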
The depositor's hits bear a star; / = no result given; [ ] = another dose, or the depositor's remark.

SMILES	Cl transport mod	EBV gp42 block	PERK inh	eIF4E 4G PPI	MDM2 E3 inh	zVAD death inh	m-calpain inh	Rad51 HR inh	TNF death inh
Cc1cc(C)c(OCCCCCNCCO)c(C)c1	-0.44	4	-0.1	-4	-5	-1.3	-6	-3	1.8
O=P(OC1CCCCC1)(OC1CCCCC1)C(O)c1ccccc1 (configuration not stated)	0.23	-10	-1.6	6[fluorescence artefact?]	-1	0.3	3	0	-0.9
COC(=O)C1CCN(C(=O)COC(=O)c2ccc(OC)c(S(=O)(=O)N3CCCc4ccccc43)c2)CC1	/	-8	-0.7	2	-7	-0.3	-8	-153	2.5
COc1ccccc1C(=O)N1CCN(S(=O)(=O)c2ccccc2)CC1	0.19	0	0.6	1	-14	0.2	-14	0	-2.1
O=C(N/N=C\c1cc(Br)cs1)C1COc2ccccc2O1 (configuration not stated)	0.66	-17	0.2	3	21	1.1	-6	-6	-4.5
CC(=O)c1ccc(NC(=O)Nc2ccc3c(c2)N(C)C(=O)CS3)cc1	/	-2	-0.8	6	-8	0.7	-33	-6	-5.3
CCOC(=O)c1ccc2c(c1)nc(C)n2CC	-0.97	-12	1.9	-3[fluorescence artefact?]	/	-0.6	14	8	-0.9
COc1ccccc1OCC(=O)N(Cc1nc(-c2ccccc2)no1)C1CCCCC1	-0.55	3	-0.6	2	7	0.3	7	16	0.8
CCN1C(=O)C(CC(=O)Nc2ccc(OC)cc2)N(CCc2ccccc2F)C1=S (configuration not stated)	0.29	0	-0.6	-4	-4	1.5	-1	/	1.1
Cc1ccc(C(=O)Nc2ccc3c(c2)OCO3)o1	0.56	-14	-0.5	3	-3	0.1	-2	-27	-6.6
c1ccc(-c2nc3nonc3nc2-c2ccccc2)cc1	0.098	1	0.2	6	-8	58	26	/	-11
CCNS(=O)(=O)c1ccc(CCC(=O)NCCc2ccc(OC)cc2)cc1	0.92	2	-0.2	3	-26	-0.2	-6	-3	-0.3
O=C1/C(=C/c2ccco2)SC(=S)N1CC1CCCO1 (configuration not stated)	0.028	3	-0.3	15	-13	-0.6	21	0	-9.4
COc1ccc(CCN(C(=S)Nc2ccccc2)C2CC(=O)N(c3ccccc3)C2=O)cc1 (configuration not stated)	0.92	0	0.2	-3	-5	0.9	-20	-5	-3.0
Oc1ccccc1CNn1cnnc1	-0.12	-8	0.7	0	-7	0.2	-13	-2	0.8
O=S(=O)(O)C1CCNCC1	-0.6	-6	1.0	5	/	-0.1	18	/	1.0
O=C1CC(c2ccco2)CC(O)=C1C=NCCN1CCNCC1 (configuration not stated)	/	5	1.2	-1[fluorescence artefact?]	-4	0.0	-1	5	-1.0
O=S(=O)(c1ccc(NC(=S)N/N=C/c2c3ccccc3cc3ccccc23)cc1)N1CCOCC1	0.57	63*	0.9	0	/	1.1	-87	/	0.9
COC(=O)c1sccc1NC(=O)c1ccc2c(c1)OCO2	-0.05	-9	0.1	-26	15	0.9	-6	-4	0.5
CC(=O)N/C(N)=N/c1nc2cc([N+](=O)[O-])ccc2o1	0.098	-18	2.2	-1	-10	2.1	-13	1	-4.8
Cc1cc(NC(=O)CSc2ncnc3sccc23)no1	0.44	-4	0.6	0	-1	2.3	3	9	26
CCC(=C(c1ccc(OC)cc1)c1ccc(OC)cc1)c1cn(CC(O)CN2CCN(C)CC2)c2ccccc12 (configuration not stated)	-0.12	-2	-1.0	0[fluorescence artefact?]	-17	8.6	-115	/	-6.0
Cn1cc(C=C2C(=O)CC(C)(C)CC2=O)c2ccccc21	-2.4	-27	0.5	-1[fluorescence artefact?]	-16	0.3	16	-4	-1.2
COc1ccc(C(=O)Nc2ccc(S(=O)(=O)N3CCOCC3)cc2)cc1OC	0.82	9	0.7	0	-17	0.2	-17	-2	-4.4
O=C(Nc1cccc(F)c1)/C(=C\c1cccnc1)NC(=O)c1cccs1	0.81	5	0.7	11	3	2.3	-14	-4	-1.2

EBV gp42 block, what is marked active above.
SMILES	Cl transport mod	EBV gp42 block	PERK inh	eIF4E 4G PPI	MDM2 E3 inh	m-calpain inh
O=S(=O)(c1ccc(NC(=S)N/N=C/c2c3ccccc3cc3ccccc23)cc1)N1CCOCC1	0.57	63*	0.9	0	/	-87

Continued:
SMILES	Cl transport mod	EBV gp42 block	PERK inh	eIF4E 4G PPI	MDM2 E3 inh	zVAD death inh	m-calpain inh	Rad51 HR inh	TNF death inh
Cc1ccc(C)c(NC(=S)c2ccccn2)c1	0.29	0	0.3	0	-5	-0.6	21	3	-3.9
O=c1nc(NCc2ccco2)sc2ncccc12	/	-7	1.2	-2	-3	-0.4	4	0	0.2
CC(C)c1cccc(C(C)C)c1NC(=S)Nc1cccc(Cl)c1	1.1	-13	0.0	8	-17	0.8	7	0	-18
COc1ccccc1-c1nnc(NC(=O)c2ccc3ncsc3c2)o1	-0.81	12	-0.8	-4[fluorescence artefact?]	-22	-0.1	28	-4	0.1
CCNC(=O)COC(=O)c1cc(C)nc2ccccc12	0.38	-12	1.3	3	-19	0.1	10	-9	-0.1
CCO[C@@H]1OC(C(=O)N2CCN(Cc3ccc4c(c3)OCO4)CC2)=C[C@H](c2cn(C(C)=O)c3ccccc23)[C@H]1CCCO	-1.5	0	0.9	1	/	0.2	-26	3	-0.4
COCCn1c(=NC(=O)/C=C/c2ccccc2Cl)sc2cc(NC(C)=O)ccc21	-0.98	-3	-1.5	-9	10	0.8	-19	3	0.9
COCCOC(=O)C1=C(C)Nc2ncnn2C1c1ccco1 (configuration not stated)	-0.053	5	0.7	-3	2	0.8	-25	15	3.6
Cc1cc2nc(-c3ccncc3)cc(C(F)(F)F)n2n1	0.0094	10	0.5	0	-5	11	17	4	-1.9
C=CCNc1nc(N)c(C(=C(C#N)C#N)c2ccccc2)s1	/	3	-1.5	3	-6	-0.1	-497	-2	-6.2
Cc1ccc(C23CC4CC(CC(C(=O)OCC(=O)NC5CCS(=O)(=O)C5)(C4)C2)C3)cc1 (configuration not stated)	0.44	-24	-0.4	7	-92	-0.2	-4	22	-4.4
O=C(Nc1ccon1)C12CC3CC(C1)CC(n1cnc([N+](=O)[O-])n1)(C3)C2	1.2	-12	1.0	-2	-10	3.0	14	-4	2.5
Cc1ccccc1Nc1nc(N)nc(COC(=O)CC2CC3CCC2C3)n1 (configuration not stated)	0.06	11	-0.2	1[fluorescence artefact?]	-10	0.1	23	9	1.8
C=CCN1C(=Nc2ccccc2)SC/C1=C\C(=O)OC	-1.4	-10	0.2	6	-3	0.0	-2	3	-1.2
CSc1cnn(Cc2ccccc2)c(=O)c1SCc1ccccc1	0.7	3	-0.5	20[fluorescence artefact?]	2	0.8	19	-2	0.9
CCn1cc(CN(C)C(=O)/C=C/c2ccc([N+](=O)[O-])cc2)c(C)n1	0.27	1	0.4	2	-10	0.9	26	-1	3.2
COc1ccc(CCCC(=O)N/N=C/c2cccc(OC)c2O)cc1C	-1.2	8	0.7	4	-5	3.4	-12	/	-7.8
O=C(O)CCc1nn2c3ccccc3nc2n(-c2ccccc2)c1=O	0.17	-2	0.2	-7	-13	-0.1	-6	-2	-1.8
CN(C)c1ccc2c3c(ccc(N(C)C)c13)COC2	-0.089	-1	0.8	1	-16	0.3	-29	/	0.9
CC(C)Sc1cc(N2CCOCC2)nc(-c2ccccc2)n1	0.2	-10	0.8	16	1	2.0	-7	29	0.8
CCCCOC(=O)c1ccc(NC(=O)CSCc2n[nH]c(=O)[nH]2)cc1	0.12	1	1.4	1[fluorescence artefact?]	14	0.0	16	-6	-2.2
O=C1Nc2ccccc2C12OC1CCCCC1O2 (configuration not stated)	-0.79	2	0.6	5	-17	0.2	-57	-1	-2.2
Nc1c(C(=O)NCc2ccco2)sc2nc3c(cc12)C(=O)CCC3	-0.42	45	0.4	32*[fluorescence artefact?]	-14	0.4	-95	4	2.7
CC(C)CCC(CCN1CCCC1)c1ccc2c(c1)OCO2 (configuration not stated)	-0.57	-10	0.4	1	0	-0.7	4	19	-1.7
CCCc1sc(N/N=C/c2ccccn2)nc1-c1ccc(Br)cc1	/	-9	0.7	5	-6	1.2	-18	-1	-4.6

Molecules above with a nitro group on carbon, in the order listed:
SMILES	Cl transport mod	EBV gp42 block	PERK inh	eIF4E 4G PPI	MDM2 E3 inh	zVAD death inh	m-calpain inh	Rad51 HR inh	TNF death inh
CC(=O)N/C(N)=N/c1nc2cc([N+](=O)[O-])ccc2o1	0.098	-18	2.2	-1	-10	2.1	-13	1	-4.8
O=C(Nc1ccon1)C12CC3CC(C1)CC(n1cnc([N+](=O)[O-])n1)(C3)C2	1.2	-12	1.0	-2	-10	3.0	14	-4	2.5
CCn1cc(CN(C)C(=O)/C=C/c2ccc([N+](=O)[O-])cc2)c(C)n1	0.27	1	0.4	2	-10	0.9	26	-1	3.2

New compounds follow.
SMILES	Cl transport mod	EBV gp42 block	PERK inh	eIF4E 4G PPI	MDM2 E3 inh	zVAD death inh	m-calpain inh	Rad51 HR inh	TNF death inh
c1ccc(-c2nnc3n2NC(c2ccc4c(c2)OCO4)S3)cc1 (configuration not stated)	18*	-10	0.8	-2[fluorescence artefact?]	-10	0.6	19	1	-0.5
CCCCCC(=O)N1CC2(CC(c3cccc(NC(=O)CC)c3)=NO2)C[C@H]1C(N)=O (some centres not stated)	0.35	-21	/	-2	14	-0.4	6	-4	4.7
CC(=O)NC(CCS(C)(=O)=O)C(=O)Nc1nccs1 (configuration not stated)	0.3	-4	1.3	0	15	0.5	-2	/	0.5
c1ccc(-c2ccc(-c3cnc4n3CCCCC4)cc2)cc1	/	-8	-0.6	3	-3	0.5	1	4	0.9
CNc1nc(Oc2ccccc2C(=O)OC)nc(SC)n1	0.25	-5	0.9	3	-9	0.1	-6	-1	-1.3
CCOC(=O)c1ccc(NC(=O)CN2C(=O)NC3(CCCCCC3)C2=O)cc1	0.52	0	0.2	1	-3	67	11	-3	5.5
CC(C)NC(=O)N1CCCN(c2nc3ccc(Cl)cc3s2)CC1	-0.36	-1	0.8	-2	-6	0.8	-13	11	-12
O=C(O)c1cccc(NC(=S)NCc2ccccc2)c1	0.34	-17	-0.5	-3	-21	-1.4	7	-13	-0.7
Cc1cccc(OCC(=O)Nc2ccc(N3CCCC3)cc2)c1C	/	-20	/	0[fluorescence artefact?]	3	/	6	-7	/
CC(=O)c1ccc(OCc2cccc(C(F)(F)F)c2)cc1O	-0.042	12	0.4	8	-18	0.2	11	/	0.5
Cc1nccn1S(=O)(=O)c1cc([N+](=O)[O-])ccc1Cl	-0.27	-5	1.0	5	-4	-1.0	8	3	-8.3
COc1ccc(-n2c(Cc3cccn3C)nnc2SCC(=O)N2CCC(C)CC2)cc1	1.2	-10	-0.4	4	-16	0.0	9	1	0.8
CC1CCN(C(=O)CSc2nnc(CNC(=O)COc3ccc(Cl)cc3)o2)CC1	-0.11	0	0.0	-13[fluorescence artefact?]	-12	-0.1	-38	5	-7.0
COc1ccc(C(C#N)Nc2ccccc2OC)cc1 (configuration not stated)	/	-6	1.6	-6	-14	0.9	34	2	-0.2
Cc1csc(SC(C)C(=O)NCC2CCCCC2)n1 (configuration not stated)	-0.32	-3	0.8	1	-8	-1.4	11	-9	-0.5
CCc1ccc(-n2c(C)cc(/C=N/NC(=O)OC)c2C)cc1	-0.35	-7	-0.2	7	-9	-0.9	23	1	0.1
COC(=O)C1=C(C)NC(C)=C(C(=O)OC)C1c1ccc2ccccc2n1	/	2	0.0	4	-7	0.1	-18	3	-1.4
